Source: PubChem
Nrf2 activator: qHTS of Nrf2 Activators; Potency, µM (series often up to 46.1 µM), for inactives: at the highest dose activation, most hits filed as activators; 0.31% of 410,000 active; AID 624171, 2012; AREc32 ARE-luciferase reporter (MCF7-derived line), luminescence, 24 h; also: potency is read from the fitted curve at half-maximal effect; % of control where 0% means no effect; nearly all actives have a fitted effect of over 65% in size
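ARE activation measured as luciferase luminescence (Steady-Glo, 30 min RT) in AREc32_Fluc cells after 24 hr compound exposure at 37 deg C, 5% CO2; cells seeded overnight at 1000/well in OPTI-MEM, 5% FBS.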
TGFb inhibitor: qHTS for Inhibitors of TGF-b; HepG2 CAGA-GFP TGF-b/SMAD3 reporter, GFP fluorescence, 18 h; TGF-beta stimulated, 500 pg/mL final; Potency, µM (highest dose often 46.1 µM), inactives show at the top dose activity, negative = inhibition, hits mostly inhibitors; 1.2% of 410,000 active; AID 588855, 2011; also: potency is read from the fitted curve at half-maximal effect; % is scaled to controls: 0 for no effect and ±100 for the full control effect; nearly all actives have a fitted effect of over 65% in size
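TGF-beta reporter screen: HEPG2 CAGA-GFP, 1% FBS, 500 pg/mL TGF-beta final, 18 h; per-cell GFP summed per well; curves fitted and categorized by class.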
pAkt inh: HTS Assay for Inhibitors of Akt Phophorylation: Primary Screen; Neuro2A IGF-stimulated pAkt S473 HTRF, 20 min; stronger effect = lower value; activity change, % for hits at 50 µM; 0.32% of 360,000 active; AID 651550, 2012; in the data active = activity change below about -80%; inconclusive = mostly about -51% to -80%; also: % is scaled to controls: 0 for no effect and ±100 for the full control effect
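Neuro2A cells in DMEM with 0.5% FBS, overnight at 37 deg C, given compound at single 50 µM final, then IGF (6 nM final) for 20 min at 37 deg C. Lysed; phospho-Akt Ser473 by HTRF after 24 h, 665/615 ratio.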
A549 tox: Nrf2 qHTS screen for inhibitors: counterscreen for cytotoxicity | 0.16% of 390,000 active | Potency, µM (doses to about 46 µM), for inactives: top-dose activity change, negative = cytotoxicity, usual class: inhibitors | A549 ARE-Fluc cells, CellTiter-Fluor viability, 18-24 h; also: potency is read from the fitted curve at half-maximal effect; % is scaled to controls: 0 for no effect and ±100 for the full control effect
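Cytotoxicity counterscreen: CellTiter-Fluor fluorescence was measured in A549 ARE_Fluc cells after 18-24 h of compound exposure in a concentration series. The subsequent BugLite luminescent read reports ARE-luciferase activity.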
HepG2 viability: qHTS for Inhibitors of TGF-b: Cytotox Counterscreen; HepG2 CAGA-GFP viability, ATP luminescence, 18 h; Potency, µM (series often up to 46.1 µM), without a hit: top-dose activity change, negative = cytotoxicity, most hits filed as cytotoxic; 0.76% of 410,000 active; AID 588856, 2011; also: potency is read from the fitted curve at half-maximal effect; some results filed as inactive show a strong effect at the top dose
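HepG2 CAGA-GFP cells (1000/well, DMEM with 1% FBS) received compound, then TGF-beta at 500 pg/mL final, and were incubated 18 hours at 37 degrees C. Viability was read by CellTiter-Glo luminescence. Media-only wells were set as complete cell-killing and DMSO as no toxicity.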
MmCpn inh: Inhibitors of TCP-1 ring complex (TRiC) of Methanococcus maripaludis (MmCpn): qHTS; Chaperonin Mm-Cpn (Methanococcus maripaludis); 0.031% of 330,000 active; purified Mm-Cpn ATPase, ADP Transcreener TR-FRET; AID 504842, 2011; Potency, µM (doses to about 76.9 µM), for the others: at the top dose activity, negative = inhibition, actives largely listed as inhibitors; also: potency is read from the fitted curve at half-maximal effect; % is scaled to controls: 0 for no effect and ±100 for the full control effect; nearly all actives have a fitted effect of over 80% in size
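Purified archaeal Mm-CPN (25nM final) preincubated 10 min at 37degC with compound, then 10uM ATP for 30 min at 37degC; ADP measured by HTRF Transcreener TR-FRET; buffer 30 mM TRIS pH 7.4, 100mM KCl, 5mM MgCl2, 1mM DTT.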
CCT modulator: High-Throughput Screening for Modulators of Cytosolic Chaperonin Activity | AID 651819, 2012 | 0.3% of 360,000 active | activity change, % (concentration not given with the values), hits read low | purified chaperonin ATPase assay, HTRF ADP detection, 30 min; in the data active = activity change below about -30%; also: % is scaled to controls: 0 for no effect and ±100 for the full control effect
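First, chaperonin was dispensed at 40 nM or 20 nM final depending on batch activity. Next, compounds were pinned at 76 uM and ATP added at 10 uM. After 30 min at 37 °C, ADP detection reagents ran 30 min at ambient temperature.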
Nrf2 block: Nrf2 qHTS screen for inhibitors; 2.1% of 360,000 active; A549 ARE-Fluc reporter, luciferase luminescence, 18-24 h; Potency, µM (series often up to 46 µM), inactives show at the highest dose activity change, negative = inhibition, usual class: inhibitors; also: potency is read from the fitted curve at half-maximal effect; % is scaled to controls: 0 for no effect and ±100 for the full control effect; nearly all actives have a fitted effect of over 60% in size
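In this cell-based qHTS, ARE-driven firefly luciferase in A549 cells reports Nrf2 activity; the luminescent signal after BugLite lysis is the measured value, with a prior CellTiter-Fluor read for cell health.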
Abeta yeast res: qHTS for compounds that reverse cellular toxicity of Amyloid beta (A-beta) peptide in yeast: Primary Screen | yeast expressing A-beta42, growth rescue, OD600, 48 h; response scale: 0% DMSO, 100% iron-clioquinol control | 0.063% of 410,000 active | Potency, µM (top dose mostly 46.1 µM), without a hit: at the top dose growth rescue, most hits filed as activators; also: potency is read from the fitted curve at half-maximal effect; nearly all actives have a fitted effect of over 55% in size
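Growth rescue measured by 600 nm absorbance after 48 h yeast culture at 30 C with compound. Values normalized between DMSO and an equimolar ferric chloride plus clioquinol control.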
* hit, by the source's call; i = inactive; ? = inconclusive; nt = no result given; & = joins results of further samples; [ ] = remark or other dose. Unless noted, calls follow the shape of the dose curve; as a rule, active = well fitted curve in the direction sought with a large enough effect; inconclusive = small, poorly fitted or top-dose-only effect, or another doubt; inactive = no such curve, though single readings can be large; an effect the other way counts as inactive or inconclusive.

| Structure | Abeta yeast res | Nrf2 block | HepG2 viability | Nrf2 activator | CCT modulator | TGFb inhibitor | MmCpn inh | A549 tox | pAkt inh |
| --- | --- | --- | --- | --- | --- | --- | --- | --- | --- |
| CCCNS(=O)(=O)c1ccc(CCC(=O)N2CCCCC2)cc1 | 2% | 2% | 0% | -0.5% | 0.8 | -2% | -15% | -6% | i |
| CCC(=O)O/N=C(\N)c1ccc(Oc2cc(C)c(Cl)c(C)c2)c([N+](=O)[O-])c1 | 15% | -14% | 13% | 0.0% | -0.8 | -20% | 2% | -1% | i |
| CCc1ccc(N2CC(C(=O)OCC(=O)Nc3ccccc3C)CC2=O)cc1 (stereo not drawn) | 17% | 17% | 24% | -0.6% | 4.2 | 5% | 0% | 0% | i |
| COc1ccc(-n2ccc(=O)c(C(=O)Nc3ccc(S(=O)(=O)Nc4nccs4)cc3)n2)cc1 | -8% | 15% | 0% | -0.8% | -0.4 | 6% | -3% | 0% | i |
| CCOC(=O)C(C)(C)N(Cc1ccc(C)cc1)S(=O)(=O)c1ccc(Cl)c([N+](=O)[O-])c1 | 18% | 8% | -69% | ? | -24 | ? | 2% | -3% | i |
| Cc1nn(C)c(C)c1/C=C/C(=O)c1ccccc1 | -17% | nt | -34% | 29% | 2.2 | 27% | 0% | -2% | i |
| O=C(CNC(=O)c1cccc(F)c1)N/N=C/c1cc(Br)ccc1OC(=O)/C=C/c1ccco1 | -7% | 3% | -26% | -1.3% | -4.4 | ? | 1% | 1% | i |
| CN1CCN(c2ccc(NC(=O)COc3ccc(Cl)cc3Cl)cc2)CC1 | -4% | 16% | -7% | -0.6% | 0.3 | -8% | 1% | -1% | i |
| CCN(CC(=O)Nc1cccc(OC)c1)C(=O)c1ccc(C)s1 | -2% | 3% | -16% | 0.3% | 0.2 | 0% | -1% | -9% | i |
| COc1ccc(NC(=O)COc2ccccc2)cc1NC(=O)c1ccco1 | 28% | -6% | 13% | 2.5% | 0.2 | ? | 0% | 0% | i |
| Cc1ccc(C(=O)CCC(=O)OCC(=O)Nc2cc(S(=O)(=O)N(C)C)ccc2C)cc1 | 1% | nt | -4% | -1.5% | -0.1 | 0% | nt | nt | i |
| N#CCCn1cc(/C=N/O)c(-c2ccc(F)cc2)n1 | 6% | nt | -3% | -0.8% | -0.6 | -13% | 1% | 4% | i |
| O=C(Nc1nnc([C@H]2C[C@H](O)[C@@H](CO)O2)s1)Nc1cccc2c1CCCC2 | -19% | nt | 12% | 5.6% | 1.4 | 16% | nt | nt | i |
| CCCCCc1c(-c2ccccc2F)ncn1CCc1ccccc1OC | 10% | nt | nt | -0.6% | -2.5 | nt | nt | nt | i |
| O=C(Nc1ccccc1NC(=O)c1ccccc1F)c1ccccc1F | -16% | 14% | -11% | 0.7% | -3.1 | -1% | 1% | -2% | i |
| CC(C)N(C(=O)COC(=O)c1cccc(S(=O)(=O)N2CC3(C)CC2CC(C)(C)C3)c1)C(C)C (stereo not drawn) | 5% | 0% | -30% | -0.7% | -0.4 | ? | 2% | 0% | i |
| Cc1ccc(N2CCN(C(=S)c3ccc(-c4cccc([N+](=O)[O-])c4)o3)CC2)cc1 | -3% | 22% | -20% | 0.2% | -3.5 | -36% | 1% | ? | i |
| CCC1(c2ccccc2)NC(=O)N(CC(=O)NC2CCCC2)C1=O (stereo not drawn) | 8% | -7% | 0% | -2.2% | -4.9 | -3% | -6% | -3% | i |
| COc1ccccc1CC(=O)N(Cc1ccccc1)c1cccc(C)c1 | 3% | -9% | -1% | -0.6% | 0.1 | 1% | -2% | -1% | i |
| Cc1cccc2cc3c(N)c(C(=O)N4CCc5ccccc54)sc3nc12 | 2% | 22% | -13% | -1.2% | -1.4 | -1% | -4% | -10% | i |
| O=C(CSc1nc2ccc(Nc3nc(N4CCOCC4)nc(N4CCOCC4)n3)cc2s1)Nc1ccccc1Cl | 23% | -12% | 4% | 1.0% | -0.8 | -23% | -6% | 1% | i |
| CCOC(=O)N1CCN(C(=O)c2ccc(Cl)c(S(=O)(=O)N3CCOCC3)c2)CC1 | 9% | 9% | -18% | -0.1% | -0.1 | 1% | 1% | -3% | i |
| COc1ccc(S(=O)(=O)NCc2csc(-c3cccnc3)n2)cc1 | 5% | 1% | -2% | 0.1% | 2.7 | -2% | -1% | -2% | i |
| CCc1nn(CC(=O)N(C)Cc2ccccc2)c(=O)c2cc3sccc3n12 | -38% | -4% | -20% | 1.6% | nt | ? | nt | 0% | nt |
| Nc1nnc(SCC(=O)N2CCN(c3ccccc3)CC2)n1-c1ccccc1 | 1% | -10% | 22% | -0.3% | -1.8 | 11% | -2% | 0% | i |
| CCCC(=O)Nc1nnc(SCC(=O)N2CCN(c3ccccc3)CC2)s1 | 6% | ? | 3% | -0.1% | 1.9 | 1% | 3% | 2% | i |
| O=C(Nc1ccccc1F)C1CCN(C(=O)Cc2ccccc2)CC1 | -2% | 2% | 1% | 0.3% | -1.7 | -2% | 2% | 1% | i |
| N#Cc1ccc(C23CC4(C2)[C@H](CN(CC2CCCCC2)[C@@H]4c2ccccc2)C3c2ccccc2)cc1 (stereo partly drawn) | 5% | 17% | -27% | 5.9% | -1.5 | 0% | 0% | -7% | i |
| CC(C)(C)C1CCc2c(sc3nc(-c4cc5cc(Cl)ccc5oc4=O)[nH]c(=O)c23)C1 (stereo not drawn) | -8% | 27% | 11% | 0.0% | nt | -1% | nt | 7% | nt |
| CCOCCCN(C(=O)c1snc(C(N)=O)c1N)C(C(=O)NC1CCCC1)c1ccc(OC)cc1 (stereo not drawn) | 8% | -9% | -7% | -0.3% | 0.9 | -16% | -7% | -5% | i |
| CCc1ccccc1NC(=O)N1CCc2ccccc2C1 | 10% | 1% | 2% | -1.5% | 0.1 | -3% | 0% | 1% | i |
| NC(Cc1ccc(C(F)(F)F)cc1)c1csc(NC(=O)Nc2ccccc2Cl)n1 (stereo not drawn) | 10% | nt | -98% | 0.0% | 1.4 | ? | nt | nt | i |
| CC(=O)c1ccc(NC(=O)c2cccc(NC(=O)N3CCSc4ncccc43)c2)cc1 | -2% | -7% | 4% | -1.2% | nt | 7% | nt | -1% | nt |
| O=C(NCc1cccnc1)C(=O)NCC(c1ccco1)N1CCN(c2ccc(F)cc2)CC1 (stereo not drawn) | -15% | 21µM* | -60% | 1.8% | 0.9 | -18% | 2% | -5% | i |
| CC(=O)Nc1c(I)c(C(=O)N[C@H]2C(O)O[C@H](CO)[C@@H](O)[C@@H]2O)c(I)c(N(C)C(C)=O)c1I (stereo partly drawn) | 0% | 19% | 9% | 0.0% | -0.3 | 1% | 1% | -11% | i |
| Cc1nn2c(c1-c1ccc(Cl)cc1)N=C(c1ccco1)CC2c1ccccc1 (stereo not drawn) | 4% | ? | -10% | 6.9% | -3.3 | -12% | -1% | -27% | i |
| CC(C)(C)c1ccc(Oc2ncccc2NC(=O)c2cccs2)cc1 | 6% | 1% | 23% | ? | -0.6 | -3% | ? | 12% | i |
| COc1cc(C2NC(=O)N(C)C3=C2C(=O)CCC3)cc(OC)c1OC (stereo not drawn) | -8% | 7% | 1% | 0.0% | -0.3 | 19% | 3% | 3% | i |
| COc1ccccc1NC(=O)c1cc[n+](C)cc1 | -19% | 0% | 4% | -0.8% | -7.5 | -2% | 1% | 0% | i |
| CCc1nn(CCCC(=O)N2CCN(c3ccc(OC)cc3)CC2)c(=O)c2cc3occc3n12 | 0%&-7% | ? | 12%&-12% | 0.9%&9.0% | -0.1 | ? | 0% | 1%&0% | i |
| COc1cc(OC)cc(C(=O)N[C@H](C(=O)Nc2nc3ccccc3[nH]2)C(C)C)c1 | -17% | 14% | -44% | 6.2% | 3.2 | ? | -2% | -30% | i |
| COc1ccc(-n2nc(C(=O)NCc3cc(OC)ccc3OC)c3c4ccccc4n(C)c3c2=O)cc1 | -2% | 10% | -10% | 0.4% | -0.7 | 22% | ? | 1% | i |
| O=C(CN(C(=O)c1csnn1)c1cccc(C(F)(F)F)c1)NCc1ccc(F)cc1 | -16% | -9% | -2% | -0.5% | -0.6 | 5% | -9% | 1% | i |
| Cc1oc2ccc(O)c(CN3CCCC3)c2c1C(=O)Nc1cccc(Cl)c1C | -6% | 2% | -13% | 3.2% | nt | -1% | nt | 3% | nt |
| Cc1ccc(CNC(=O)c2cc(C3CC3)nc3c2c(C)nn3-c2cccc(Cl)c2C)cc1 | -16% | ? | 5% | -0.7% | nt | 0% | nt | 1% | nt |
| COc1ccc(-c2nsc3c(N4CCN(C(=O)c5ccco5)CC4)ncnc23)cc1 | 14% | 24% | -16% | -0.5% | 4.1 | 11% | -10% | 1% | i |
| O=C(Cn1nnc2ccccc21)N/N=C/c1ccco1 | -18% | 9% | 6% | -0.2% | 1.4 | 6% | -4% | -3% | i |
| Cc1cc2c(cc1NS(=O)(=O)c1ccc(F)cc1)n(C)c(=O)c(=O)n2C | 7% | nt | 1% | -0.7% | nt | -11% | nt | 5% | nt |
| CN(C)c1ccc(/C=C/c2nc3ccccc3c(=O)[nH]2)cc1 | -39%[inhibitor] | -15% | -6% | -0.1% | -1.2 | 8% | -1% | 6% | i |
